# Source: PubChem BioAssay
# GC-B act = GC-B (human) receptor activation; activation, % at 10 µM; P20594; HEK293-GC-B cells, CNP EC30, cGMP TR-FRET; 0% at EC30 CNP, 100% saturating CNP; 370,000 compounds, 0.11% hits; AID 1920062;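 active = activation at 10 µM reaching about 35% in either raw or pattern-adjusted values, limit read from the data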
# SMARCA2 activ = increases SMARCA2 function in MMTV reporter cells | 370,000 compounds, 1% hits | activation, % at 9.1 µM | MG213 cells, MMTV-luciferase reporter, dexamethasone, overnight; in the data active = activation above about 7.8%;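 also: 0% = vehicle wells and 100% = reference activator wells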
# hgDAF12 agonist = agonists of H. glycines DAF-12 nuclear receptor; HEK293 GAL4-hgDAF12 UAS-luciferase reporter, agonist luminescence; normalized to butyrate control; activation, % at 6.8 µM; 370,000 compounds, 1.8% hits; AID 687014;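 active = activation above a cutoff set at the mean of all screened compounds plus 3 SD, cut at about 10% in these data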;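 also: 0% = DMSO wells and 100% = sodium butyrate wells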
# GAA850 FXN act = activators of GAA850 frataxin (FXN) promoter; HEK293 lucGAA850 FXN promoter luciferase reporter, 24 h; percent of 10 µM SAHA response; activation, % at 6 µM; 360,000 compounds, 0.56% hits; AID 540364;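 active = activation above the average of all compounds screened plus 3 SD, cutoff fixed separately per campaign, cut at about 7.5% in these data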;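 also: 0% = DMSO wells and 100% = 10 µM SAHA wells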
# hcDAF12 agonist = activators of H. contortus DAF-12 nuclear receptor; HEK293 hcDAF-12 lit1-tk-luc reporter, luminescence; 0% DMSO, 100% Δ7-dafachronic acid; AID 652067; activation, % at 6.8 µM; 370,000 compounds, 1.4% hits;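 active = activation above the mean of all tested compounds plus 3 SD, cut at about 5.5% in these data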;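 also: 100% = response to 3 µM Δ7-dafachronic acid high control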
# GC-A act = GC-A (human) enzyme activation; activation, % at 10 µM; 370,000 compounds, 0.14% hits; AID 1671463; P16066; HEK293 GC-A cells, cGMP TR-FRET, EC30 ANP; 0% at EC30 ANP, 100% saturating ANP; in the data active = activation above about 40%
# sPLA2-III inh = Inhibits HGIII-sPLA2 liposome hydrolysis, primary screen; Q9NZ20; QFRET BODIPY PC-A2 liposome hydrolysis, fluorescence; inhibition, % at 12.2 µM; 370,000 compounds, 0.56% hits;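 active = inhibition above mean plus 3 SD of compounds lying within the high and low control bounds, cut at about 19% in these data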;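 also: 0% = median of test compound wells and 100% = no enzyme DMSO wells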
# Target sequence (Q9NZ20 whole entry, looked up): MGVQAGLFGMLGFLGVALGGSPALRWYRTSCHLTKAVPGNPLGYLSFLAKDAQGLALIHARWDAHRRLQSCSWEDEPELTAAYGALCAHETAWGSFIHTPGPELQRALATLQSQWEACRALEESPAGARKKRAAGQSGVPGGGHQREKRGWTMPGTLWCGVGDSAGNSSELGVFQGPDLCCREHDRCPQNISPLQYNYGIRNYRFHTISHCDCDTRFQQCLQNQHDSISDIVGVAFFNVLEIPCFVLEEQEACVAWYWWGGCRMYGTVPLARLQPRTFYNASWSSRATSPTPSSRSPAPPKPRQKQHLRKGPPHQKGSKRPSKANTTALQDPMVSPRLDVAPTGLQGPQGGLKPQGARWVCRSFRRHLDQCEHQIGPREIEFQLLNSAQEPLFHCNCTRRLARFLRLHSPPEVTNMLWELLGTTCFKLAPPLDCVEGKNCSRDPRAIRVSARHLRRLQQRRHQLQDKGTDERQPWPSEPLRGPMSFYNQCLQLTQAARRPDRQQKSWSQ
# ADAM10 inh = ADAM10 inhibition, QFRET primary screen; 370,000 compounds, 0.62% hits; inhibition, % at 7 µM; AID 720582; recombinant ADAM10, EDANS/DABCYL FRET peptide cleavage, 3 h; O14672;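 active = inhibition above a per-campaign cutoff equal to the mean of compounds falling between control-based bounds plus 3 SD, cut at about 20% in these data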;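 also: 0% = DMSO wells while the 100% control is not disclosed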
# DAX1 inh-1 = NR0B1 (DAX1) inhibition; P51843; HEK293 Gal4-DAX1 luciferase reporter, luminescence; inhibition, % at 6.75 µM; 340,000 compounds, 0.99% hits; AID 504766;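 active = inhibition above the mean over all tested compounds plus 3 SD, cut at about 4.2% in these data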;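 also: 0% = DAX1-transfected cells with DMSO and 100% = empty-vector control cells with DMSO; inhibition shows as a rise in luminescence from relieved DAX1 repression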
# Target sequence (P51843 207-470 limits assumed): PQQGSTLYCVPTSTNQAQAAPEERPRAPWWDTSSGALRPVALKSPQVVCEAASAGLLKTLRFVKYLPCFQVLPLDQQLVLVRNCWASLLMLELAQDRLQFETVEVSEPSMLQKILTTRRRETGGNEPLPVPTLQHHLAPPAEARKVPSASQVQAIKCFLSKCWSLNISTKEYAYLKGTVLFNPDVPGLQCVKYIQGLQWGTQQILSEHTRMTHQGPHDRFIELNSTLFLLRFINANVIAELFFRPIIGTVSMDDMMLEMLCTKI
# ssDAF12 agonist = S. stercoralis DAF-12 activation, primary screen; HEK293 ssDAF-12/GRIP1 lit1-tk-luc reporter, luminescence; % of 3 µM dafachronic acid response; activation, % at 6.8 µM; 370,000 compounds, 1% hits; AID 652126;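 active = activation above the mean over all tested compounds plus 3 SD, cut at about 0.9% in these data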;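 also: 0% = DMSO-only wells and 100% = 3 µM delta7-dafachronic acid wells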
# DAX1 inh-2 = inhibitors of DAX1 repression of SF-1 activated StAR promoter; 370,000 compounds, 1.1% hits; inhibition, % at 6.8 µM; HEK293T StAR-luciferase reporter, SF-1/DAX-1 repression relief; AID 652010;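 active = inhibition above the mean over all tested compounds plus 3 SD, cut at about 3.6% in these data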;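 also: 0% = DAX-1 cells with DMSO and 100% = cells lacking DAX-1 with DMSO; higher inhibition means more luminescence from relief of DAX-1 repression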
# * = called active by the depositor; i = inactive; nt = not tested or not shown.
SMILES,GC-B act,SMARCA2 activ,hgDAF12 agonist,GAA850 FXN act,hcDAF12 agonist,GC-A act,sPLA2-III inh,ADAM10 inh,DAX1 inh-1,ssDAF12 agonist,DAX1 inh-2
CC(=O)c1cc(C#N)c(Oc2cc(C)cc(C)c2)nc1C,-0.6,0.1,0.4,1.5,-0.2,5.0,-6.7,10.6,0.0,-1.3,-0.1
COc1ccc(/C=C/C(=O)c2ccccc2)c(OC)c1,-4.6,7.2,14.0*,2.5,5.1,-2.2,-2.1,1.7,3.8,0.8,1.8
CC(C)CN(C(=O)CSc1nc2ccccc2[nH]1)c1c(N)n(Cc2ccccc2)c(=O)[nH]c1=O,-1.0,-4.2,1.0,-1.4,0.7,-0.1,3.3,-4.3,0.3,-0.3,0.4
Cc1cc(=O)n2nc(N3CCCC3C(=O)Nc3ccccc3C)sc2n1 (centres undefined),1.1,2.6,6.6,0.9,1.4,0.8,0.3,-8.0,-0.1,-0.2,0.6
O=C(NCCN1CCc2ccccc2C1)C1CC(=O)N(C2CCCC2)C1 (centres undefined),0.7,-2.8,-1.1,-1.4,2.0,-1.3,9.4,3.1,0.3,-0.2,-0.3
COc1ccc(S(=O)(=O)NCC2CCCN(Cc3ccccc3Cl)C2)cc1 (centres undefined),-1.3,0.0,0.0,3.4,1.7,-1.1,-29.8,4.8,0.2,-1.3,0.5
O=C(N/N=C/c1ccc(-n2ccnc2)cc1)c1cccs1,-9.6,4.8,1.1,4.1,0.4,-2.3,-1.9,-1.2,-0.2,-0.7,3.2
O=C(Cc1ccc(Cl)cc1)Nc1ccccc1C(=O)Nc1ccc(C(=O)O)cc1,-0.4,-1.4,3.1,1.4,-1.1,0.0,0.1,-6.1,2.4,-2.2,0.9
O=C(CC1C(=O)NCCN1Cc1ccccc1)NCCN1CCCCC1=O (centres undefined),1.6,-1.8,1.2,-1.6,0.3,1.3,6.5,-29.8,0.3,-1.2,0.3
Cc1nnc(NC(=O)C2CCCN(S(=O)(=O)Cc3ccccc3)C2)s1 (centres undefined),-1.0,-3.7,-0.2,-0.8,-0.2,2.2,2.1,-0.6,0.3,-0.7,-0.1
O=C(Nc1nc(-c2ccc(Cl)cc2Cl)cs1)C1CCCO1 (centres undefined),-8.1,-2.5,-0.9,5.5,0.3,5.0,-14.2,11.6,1.3,-2.1,0.4
COc1ccc2c(C)c(CCC(=O)NCCCN3CCCC3=O)c(=O)oc2c1C,2.2,0.1,1.1,1.0,-1.5,1.5,-3.0,i,2.5,-0.5,-0.8
Cc1ccc(S(=O)(=O)/N=S(/C)c2ccccc2)cc1 (centres undefined),-3.0,-1.9,-0.2,1.1,0.3,0.1,8.0,-3.7,-0.8,-1.6,-0.6
Cc1nc(C(C)NC(=O)CCc2nnc(Cc3c[nH]c4ccccc34)o2)cs1 (centres undefined),-0.2,0.6,1.4,0.6,0.2,-2.1,-5.7,-7.7,0.7,-1.0,-0.6
CC(NC(=O)c1ccccc1F)c1ccccc1 (centres undefined),1.3,-1.3,-1.9,0.8,-1.9,-0.6,6.0,4.6,-0.3,-1.3,0.2
CCCc1cc(N2CCOCC2)n2nc(C)c(-c3ccccc3)c2n1,-9.0,-4.1,-1.7,1.4,0.7,-9.3,11.3,-4.6,0.7,-1.0,-0.5
O=C(Cc1n[nH]c(=O)c2ccccc12)OCC(=O)c1ccccc1,-1.3,0.4,1.0,-0.5,2.8,1.6,-13.2,-0.2,1.2,-0.5,-0.4
C=CCNC(=O)c1ccc(C(=O)c2ccccc2)cc1,-1.3,0.3,2.7,-0.3,0.3,-0.6,-3.8,-5.4,1.4,-1.2,0.0
CC(C)(C)NC(=O)c1cccc2c1OC(C)(C)C2,-1.3,-4.0,5.5,-0.1,3.2,3.5,23.9*,-6.6,0.8,-1.0,0.3
CCCOc1cc(C)c(S(=O)(=O)n2ccc(C)n2)cc1C,1.2,0.2,-0.4,-0.2,-2.6,-6.2,-3.8,1.1,0.5,-1.4,-0.8
CN1CCN(c2ccc(CNC(=O)C3Cc4c(-c5ccccc5Oc5ccccc5)ccnc4O3)cc2)CC1 (centres undefined),5.7,-0.4,-4.1,-0.6,-0.8,-0.1,-12.2,-1.0,nt,-1.3,-0.3
CC1=NOC(=O)/C1=C\c1ccccc1,3.0,-4.9,-0.1,0.5,-0.5,24.2,0.7,-8.6,1.8,-2.0,0.1
COc1cc(C(=O)N/N=C/c2cccc(Oc3ccccc3)c2)ccc1O,-2.9,-0.5,1.0,1.2,-1.0,-1.8,-7.5,5.0,-1.3,-1.4,-0.5
CS(=O)(=O)N1CCC(C(=O)Nc2ccc(Br)cc2F)CC1,3.7,3.2,1.6,-0.4,0.3,2.0,4.1,2.6,0.7,-0.9,0.0
C=CCN1C(=O)C(C)S/C1=N\S(=O)(=O)c1ccc(Cl)cc1 (centres undefined),-0.9,5.5,0.6,2.4,-1.3,-1.9,-52.2,-2.0,-1.1,-1.1,-0.3
CCOc1ccccc1NC(=O)Cn1nnc(C(=O)NCCc2ccc(OCC)c(OCC)c2)c1N,8.8,-1.8,-3.2,0.0,1.3,6.0,3.6,-7.1,-0.8,-1.2,-0.9
CC(C)N1CCN(c2ccc(OCC3COC(Cn4cncn4)(c4ccc(Cl)cc4Cl)O3)cc2)CC1 (centres undefined),1.1,-2.8,-3.4,-1.0,0.4,0.5,-1.2,11.3,0.8,-0.8,0.4
COC(=O)c1ccc2nc(-c3ccco3)c(Cc3cccc(Cl)c3)n2c1,20.6,-1.2,-1.0,nt,0.9,6.2,-2.6,-199.8,nt,-0.5,0.5
CCOC(=O)C1C(c2ccc(C)o2)NC(=O)NC1(O)C(F)(F)F (centres undefined),-1.5,0.8,2.1,0.2,-1.4,1.3,19.6*,-12.9,-0.8,-1.6,-0.2
CCC(C(=O)NC1CCCCC1)n1c(SCc2ccc(F)cc2)nc2ccncc21 (centres undefined),1.1,-1.9,3.1,-1.6,-1.9,1.4,-13.8,2.7,0.3,-1.0,0.5

# Part of the list above, with values under each structure.
# The line under a structure holds: GC-B act, SMARCA2 activ, hgDAF12 agonist, GAA850 FXN act, hcDAF12 agonist, GC-A act, sPLA2-III inh, ADAM10 inh, DAX1 inh-1, ssDAF12 agonist, DAX1 inh-2
- CCOC(=O)C1C(c2ccc(C)o2)NC(=O)NC1(O)C(F)(F)F (centres undefined)
→ -1.5, 0.8, 2.1, 0.2, -1.4, 1.3, 19.6*, -12.9, -0.8, -1.6, -0.2
- CS(=O)(=O)N1CCC(C(=O)Nc2ccc(Br)cc2F)CC1
→ 3.7, 3.2, 1.6, -0.4, 0.3, 2.0, 4.1, 2.6, 0.7, -0.9, 0.0
- CN1CCN(c2ccc(CNC(=O)C3Cc4c(-c5ccccc5Oc5ccccc5)ccnc4O3)cc2)CC1 (centres undefined)
→ 5.7, -0.4, -4.1, -0.6, -0.8, -0.1, -12.2, -1.0, nt, -1.3, -0.3
- CC(C)(C)NC(=O)c1cccc2c1OC(C)(C)C2
→ -1.3, -4.0, 5.5, -0.1, 3.2, 3.5, 23.9*, -6.6, 0.8, -1.0, 0.3
- C=CCNC(=O)c1ccc(C(=O)c2ccccc2)cc1
→ -1.3, 0.3, 2.7, -0.3, 0.3, -0.6, -3.8, -5.4, 1.4, -1.2, 0.0

# New compounds follow
SMILES,GC-B act,SMARCA2 activ,hgDAF12 agonist,GAA850 FXN act,hcDAF12 agonist,GC-A act,sPLA2-III inh,ADAM10 inh,DAX1 inh-1,ssDAF12 agonist,DAX1 inh-2
Cc1cc(NC(=O)CSCC(=O)Nc2nc3ccc(F)cc3s2)no1,-17.8,1.7,2.0,2.1,5.7*,-9.0,-5.0,-7.8,0.4,0.2,1.2
CNC(=O)c1csc(-c2ccc(C)cc2)n1,-1.9,7.2,8.4,-0.1,1.4,-2.7,-3.6,-2.3,0.7,-0.8,0.5
CC(C)C(C)NC(=O)COc1ccc(S(=O)(=O)N2CCOCC2)cc1[N+](=O)[O-] (centres undefined),-3.1,-1.9,-0.8,-0.9,0.1,1.8,-1.8,-1.6,-0.6,-1.8,-0.3
COc1ccccc1Oc1ccc(N/C=C/C(=O)c2ccc(C)o2)cc1,6.5,0.6,-0.1,2.6,-1.3,4.8,-6.3,-4.1,-0.7,-1.8,-0.2
COc1ccc(NC(=O)N[C@@H](CCSC)C(=O)O)cc1Cl,7.9,0.5,2.1,-1.0,-1.8,3.5,3.7,-3.5,1.1,-0.6,0.7
COc1ccccc1C(=O)Nc1ccc2c(c1)nc1n2CCN(Cc2ccccc2)C1,-7.3,-2.1,-3.3,0.7,-2.6,-2.8,-9.8,-99.5,-1.5,-2.6,-1.1
O=C(NC1CCCC1)C1c2ccccc2OCC(=O)N1C1CC1 (centres undefined),-5.4,0.7,3.3,nt,-0.5,-6.7,5.2,-9.9,nt,0.4,-0.4
Cc1cnc(CNC(=O)c2csc([C@@H]3C[C@H](O)[C@@H](CO)O3)n2)cn1,-2.4,-1.0,1.5,0.4,0.0,2.9,-2.2,-9.4,nt,-1.0,-0.3
O=C(NCCCc1ccccc1)c1cc(COc2ccc(F)cc2Cl)on1,6.7,-1.7,-0.5,-0.1,-4.3,9.2,-21.1,7.3,1.0,-0.1,-4.6
CCCOc1ccc(C(=O)C(CCC(CNCC)C(=O)c2ccc(OCCC)cc2)CNCC)cc1 (centres undefined),-2.3,-4.4,-6.7,-7.3,-1.5,-5.8,-8.3,-5.7,-1.8,-2.2,1.3
